Cneo AK release = Cryptococcus neoformans lysis via adenylate kinase release; C. neoformans lysis, adenylate kinase release luminescence, 4 h; normalised: neutral wells 0, clomiphene wells 100; lysis activity, % at 15 µM; actives 0.2% (n = 360,000); AID 651654;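 active means mean lysis activity across replicates of at least 80%, whatever share of replicates individually reach that level; inactive means mean lysis activity below 80%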
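Assay system: log-phase C. neoformans yeast / Quantity: yeast cell density of 5 × 10^6 cells/mL / Medium: fresh YPD growth medium / Compound: single dose / Timing: static 4 h at 37 °C with compound, 1 h detection / Measured by: adenylate kinase release luminescence / Read-out: lysis from increased AK signal / Benchmarks: Clomiphene as positive lysis control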
PAX8 inh HTS = PAX8 transcriptional activity inhibition; RMG-I TPO-luciferase reporter, SteadyGlo, 24 h; inhibition, % at 12.6 µM; actives 1.2% (n = 360,000);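 active means mean replicate inhibition at least 60% with every replicate also reaching 60%; inconclusive means only one of the two criteria is met; inactive means mean below 60% and not all replicates reaching 60%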;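 further: luciferase light reporting Pax8 driven TPO promoter activity; plate controls were median of neutral control wells for no effect and mitoxantrone controls for full effect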
Statin myotox sup = protects C2C12 myotubes from simvastatin toxicity. ATP luminescence, 48 h; scaled: DMSO 0, geranylgeraniol control 100. rescue of ATP level, % at 7.49 µM. actives 0.78% (n = 330,000);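 active means mean ATP rescue above about 67%, or every replicate alone reaching that limit, limit read from the data, passing the limit was not always enough; inconclusive means no clear call, values can overlap the other calls; inactive means mean under the limit and some replicate under it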;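 further: myotubes were challenged with 10 µM simvastatin during compound exposure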
LGR2 antag = inhibitors of bursicon-induced Drosophila LGR2 receptor cAMP signaling | HEK293 LGR2, CRE-luciferase, bursicon-stimulated, 4 h | actives 0.35% (n = 380,000) | AID 720647 | inhibition, % at 9.99 µM;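 active means drop in luminescence signal, shown as inhibition above about 50% in the replicate tests, limit read from the data, passing the limit was not always enough; inconclusive means probably only some replicates passing the limit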;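 further: agonist challenge used bursicon conditioned medium at about half maximal strength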
ARNT TACC3 PPI = disruptors of human ARNT/TACC3 interaction | actives 0.66% (n = 390,000) | AlphaScreen His-ARNT PAS-B/GST-TACC3 binding, luminescence; TACC3 fragment carries E629A point mutation | inhibition, % at 9.99 µM | AID 623870 | Q9Y6A5;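 active means mean inhibition of replicates at least 50% and at least half of replicates each reaching 50%; inconclusive means half or more replicates reach 50% but mean below 50%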;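 further: 0% = complete ARNT plus TACC3 wells and 100% = ARNT alone without TACC3; many hits fall short of the cut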
PGC1a acetyl inh = modulators of PGC1a acetylation; U2OS PGC1a acetylation, AlphaScreen anti-acetyl-lysine; with virally co-expressed GCN5 acetyltransferase; inhibition, % at 15.6 µM; actives 0.17% (n = 350,000);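 active means every replicate shows inhibition of at least 40%; inconclusive means mean inhibition at least 40% but some replicate below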;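 further: 0% = neutral control wells and 100% = positive control wells; some results beyond the cut were filed as inactive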
PglD DTNB = blocks C. jejuni PglD acetyltransferase activity | purified PglD enzyme, DTNB colorimetric CoA detection | inhibition, % at 12.5 µM | actives 0.098% (n = 360,000) | AID 602405; in the data active means inhibition above about 16%, passing the limit was not always enough; inconclusive means no clear call, values can overlap the other calls; further: strong numbers were not always called active
INS-1E GSIS act = GLuc luminescence reporter in INS-1E cells, primary screen for activators of glucose-dependent secretion of insulin | INS-1E GLuc reporter insulin secretion, 2-3 h | activation, % at 16.6 µM | actives 0.61% (n = 370,000);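 active means lowest replicate activation of at least 40%, so every replicate reaches that level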;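 further: 0% = median of neutral control wells and 100% = median of IBMX positive control wells; some compounds called inactive have numbers as strong as hits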
* hit, by the source's call; ? = inconclusive; / = no result given.

nr	compound	Cneo AK release	PAX8 inh HTS	Statin myotox sup	LGR2 antag
1	OCCCn1c(C2CCCN2c2nc(-c3ccc(Cl)cc3)cs2)nc2cc(Cl)c(Cl)cc21 (stereo not given)	-2	15	2	11
2	COc1ccc(NC(=O)Nc2ccc3c(c2)CC(=O)N([C@@H](C)CO)C[C@H](C)[C@H](CN(C)Cc2ccc(Oc4ccccc4)cc2)O3)cc1	-1	-13	12	0
3	CCn1c(=O)cc(OCC(=O)N2CCc3ccccc32)c2ccccc21	-1	-4	12	4
4	Cc1cc(Br)cc(C)c1NC(=O)c1ccccc1[N+](=O)[O-]	/	5	/	-4
5	COc1ccc([N+](=O)[O-])c(OC)c1C(=O)NC(=O)Nc1nc(C)nc(C)n1	-2	1	4	-17
6	COc1ccc(NC(=O)c2cccnc2)c(OC)c1	-2	/	-14	/
7	CO[C@H]1CN(C)C(=O)c2cc(NC(=O)C3CC3)ccc2OC[C@H](C)N(Cc2ccncc2)C[C@@H]1C	54	-10	-3	-11
8	Cc1noc(C)c1NC(=O)N(C)C[C@H]1OCCCC[C@H](C)Oc2ccc(NC(=O)Cc3ccccc3)cc2C(=O)N([C@@H](C)CO)C[C@H]1C	3	/	/	2
9	O=C(CN(c1ccc(F)cc1)S(=O)(=O)c1ccccc1)NC1CCCCCC1	3	/	-10	-9
10	COc1cc(C2C(C(=O)c3ccc(C)o3)=C(O)C(=O)N2c2cc(C)on2)cc(Br)c1O (stereo not given)	1	/	15	-8

nr	ARNT TACC3 PPI	PGC1a acetyl inh	PglD DTNB	INS-1E GSIS act
1	1	-4	4	2
2	9	-8	0	-7
3	-2	6	-4	18
4	-15	/	/	3
5	1	/	2	-1
6	9	/	-9	/
7	-11	/	1	2
8	1	2	-1	-1
9	-12	/	2	4
10	7	/	1	-4

Nothing new here: seven of the compounds above.
nr	compound	Cneo AK release	PAX8 inh HTS	Statin myotox sup	LGR2 antag
2	COc1ccc(NC(=O)Nc2ccc3c(c2)CC(=O)N([C@@H](C)CO)C[C@H](C)[C@H](CN(C)Cc2ccc(Oc4ccccc4)cc2)O3)cc1	-1	-13	12	0
3	CCn1c(=O)cc(OCC(=O)N2CCc3ccccc32)c2ccccc21	-1	-4	12	4
4	Cc1cc(Br)cc(C)c1NC(=O)c1ccccc1[N+](=O)[O-]	/	5	/	-4
5	COc1ccc([N+](=O)[O-])c(OC)c1C(=O)NC(=O)Nc1nc(C)nc(C)n1	-2	1	4	-17
6	COc1ccc(NC(=O)c2cccnc2)c(OC)c1	-2	/	-14	/
7	CO[C@H]1CN(C)C(=O)c2cc(NC(=O)C3CC3)ccc2OC[C@H](C)N(Cc2ccncc2)C[C@@H]1C	54	-10	-3	-11
8	Cc1noc(C)c1NC(=O)N(C)C[C@H]1OCCCC[C@H](C)Oc2ccc(NC(=O)Cc3ccccc3)cc2C(=O)N([C@@H](C)CO)C[C@H]1C	3	/	/	2

nr	ARNT TACC3 PPI	PGC1a acetyl inh	PglD DTNB	INS-1E GSIS act
2	9	-8	0	-7
3	-2	6	-4	18
4	-15	/	/	3
5	1	/	2	-1
6	9	/	-9	/
7	-11	/	1	2
8	1	2	-1	-1

(cont.)
nr	compound	Cneo AK release	PAX8 inh HTS	Statin myotox sup	LGR2 antag
11	CCc1ccc(OCC(=O)Nc2cc(S(=O)(=O)CC)ccc2O)cc1	-1	/	-24	-12
12	COc1cc(OC)cc(C(=O)Nc2ccc(NC(=O)c3ccco3)c(Cl)c2)c1	2	-25	-13	-27
13	COc1ccc(S(=O)(=O)NNC(=O)Nc2ccc(F)cc2F)c(OC)c1	0	8	0	4
14	CO[C@@H]1CN(C)C(=O)c2cc(NC(=O)NC(C)C)ccc2OC[C@H](C)N(CC2CC2)C[C@@H]1C	-2	8	9	-12
15	CC1(C)CC(Cc2ccc(C(=O)c3ccccc3)cc2)N(C(=O)OC(C)(C)C)N1 (stereo not given)	-2	-9	-2	-12
16	COc1ccc(S(=O)(=O)Nc2ccc3c(c2)C(=O)N([C@H](C)CO)C[C@@H](C)[C@@H](CN(C)Cc2ccc4c(c2)OCO4)OCCCC[C@H](C)O3)cc1	3	40	-190	18
17	CCN(Cc1ccccc1)c1ccc(/C=N/N2CCOCC2)cc1	/	-32	/	-94
18	CC(=O)Nc1ccc(S(=O)(=O)N2CCN(c3nc4ccccc4n3CC(C)C)CC2)cc1	-1	8	-17	6
19	CC1CN(C(=S)Nc2ccc(Cl)cc2)CC(C)O1 (stereo not given)	0	9	2	3
20	Cn1c(=O)c(C(=O)COc2ccc(F)cc2Cl)c(N)n(Cc2ccccc2)c1=O	3	-1	2	13

nr	ARNT TACC3 PPI	PGC1a acetyl inh	PglD DTNB	INS-1E GSIS act
11	-12	/	3	0
12	-2	-10	/	5
13	-2	/	5	5
14	-7	4	0	-10
15	/	-3	1	-10
16	-6	-7	0	-26
17	11	/	/	-3
18	0	/	1	-20
19	-6	-8	3	-8
20	-12	-15	-4	-1

The results go on.
nr	compound	Cneo AK release	PAX8 inh HTS	Statin myotox sup	LGR2 antag
21	CC(=O)Nc1cccc(-c2nc3ccccc3o2)c1	-6	3	-23	-11
22	CN(C)c1nc(N/N=C/c2c[nH]c3ccccc23)nc(N2CCOCC2)n1	/	36	/	6
23	CCOc1c(O)ccc(/C=C2\SC(=S)NC2=O)c1[N+](=O)[O-]	/	1	/	-6
24	Nc1ccn([C@@H]2O[C@H](C(=O)Nc3cc(C(F)(F)F)cc(C(F)(F)F)c3)[C@@H](O)[C@H]2O)c(=O)n1	1	2	5	5
25	C[C@H]1CCCCO[C@@H](CN(C)CC2CC2)[C@@H](C)CN([C@@H](C)CO)C(=O)c2cc(NC(=O)Nc3ccc(F)cc3)ccc2O1	0	7	-10	1
26	CCCCCCNc1c([N+](=O)[O-])c(=O)sc2ccccc12	/	27	0	15
27	COc1ccc2nc(C(c3ccc(C)cc3)n3c(-c4ccccc4Br)nc4ccccc43)[nH]c2c1 (stereo not given)	-29	-150	-3	-5
28	CN(C)c1ccc(NC(=S)NCC2CCCO2)cc1 (stereo not given)	/	65*	/	-11
29	CCOC(=O)N1CCC(N2Cc3cccc(C(=O)Nc4ccc(OCC)cc4)c3C2=O)CC1	5	-12	-30	-7
30	O=C(C[C@H]1CC[C@@H](NS(=O)(=O)c2ccc(F)cc2)[C@@H](CO)O1)NC1CCCCC1	-1	5	7	-3

nr	ARNT TACC3 PPI	PGC1a acetyl inh	PglD DTNB	INS-1E GSIS act
21	-5	/	-4	5
22	18	9	/	-6
23	35	-9	/	-41
24	/	-6	-3	-5
25	/	18	1	1
26	3	-2	/	/
27	/	1	-6	2
28	-8	/	/	2
29	-3	-1	-6	16
30	0	-3	-3	1

(continued)
nr	compound	Cneo AK release	PAX8 inh HTS	Statin myotox sup	LGR2 antag
31	CC12CC(c3ccccc3O1)N(C(=O)c1ccco1)C(=O)N2c1ccccc1 (stereo not given)	2	/	12	/
32	CCn1c(CNc2nc3ccccc3n2C(C)C)nc2ccccc21	12	/	6	/
33	CC(NC(=O)Nc1ccccc1C(F)(F)F)C1CCCO1 (stereo not given)	1	/	-2	-9
34	CC(C)n1nc(C(=O)Oc2cc(Cl)ccc2Cl)c2ccccc2c1=O	1	/	/	17
35	C[C@@H]1CN([C@H](C)CO)C(=O)c2cccc(NC(=O)CCCCCC(=O)Nc3ccccc3N)c2O[C@H]1CN(C)C(=O)Nc1cccc2ccccc12	/	21	/	-8
36	COc1ccccc1CNC(=O)C[C@H]1C[C@@H]2c3cc(NC(=O)c4ccc5c(c4)OCO5)ccc3O[C@@H]2[C@H](CO)O1	-23	9	6	-10
37	Cc1cc(-c2cc(C(=O)NCc3ccccc3)on2)nc(S(C)(=O)=O)n1	11	23	-22	6
38	Cc1cccc(C2Nc3ccccc3C(=O)N2c2ccc(F)cc2)n1 (stereo not given)	0	-6	4	/
39	CCCC(=O)Nc1ccc2c(c1)OC[C@H](C)N(C(=O)c1ccncc1)C[C@@H](C)[C@H](OC)CN(C)C2=O	2	-12	11	-4
40	COc1ccc([N+](=O)[O-])cc1N(CC(O)CN1CCCCC1)S(=O)(=O)c1ccccc1 (stereo not given)	/	-1	-1	-23

nr	ARNT TACC3 PPI	PGC1a acetyl inh	PglD DTNB	INS-1E GSIS act
31	1	-15	-11	/
32	6	14	7	/
33	0	5	/	6
34	-10	/	0	7
35	/	9	/	-5
36	1	-1	1	-8
37	1	-6	-6	11
38	-15	-12	0	/
39	-1	8	3	-1
40	/	-5	/	2

(list continues)
nr	compound	Cneo AK release	PAX8 inh HTS	Statin myotox sup	LGR2 antag
41	CC(C)C(NS(=O)(=O)c1cccs1)C(=O)NCc1ccccc1Cl (stereo not given)	/	5	/	13
42	CC(c1ccc(F)cc1)n1cc(C(=O)NCCN(C)C)nn1 (stereo not given)	/	-2	/	16
43	Cc1c(C)c2ccc(OCC(=O)NC3CCN(Cc4ccccc4)CC3)c(C)c2oc1=O	6	3	-5	-2
44	CC(=C/c1ccccc1)/C=N/n1c(C)n[nH]c1=S	2	-88	16	-9
45	COC(=O)c1cc(Cl)c(NC(=O)/C=C/c2ccc(Cl)cc2)cc1OC	14	/	?	10
46	C[C@H]1CCCCO[C@@H](CN(C)C(=O)c2ccccc2)[C@@H](C)CN([C@@H](C)CO)C(=O)c2cc(NS(=O)(=O)c3ccccc3)ccc2O1	3	8	/	1
47	Cc1nc(C)c(C(=O)OCC(=O)NCc2ccccc2Cl)s1	1	-4	-13	4
48	CCN1C(=O)C(Cc2nc3ccccc3c(=O)n2C)c2ccccc21 (stereo not given)	2	/	/	/
49	O=C(COC(=O)C1CCN(C(=O)Nc2ccccc2)CC1)NCC(F)(F)F	6	4	1	14
50	C[C@H](O)[C@@H]1C(=O)N2CCc3ccc(N4CCN(C)CC4)cc3[C@@H]2C[C@@H]1N(C)C(=O)c1ccc(C#N)cc1	1	-12	-11	1

nr	ARNT TACC3 PPI	PGC1a acetyl inh	PglD DTNB	INS-1E GSIS act
41	-2	/	/	17
42	-1	/	/	2
43	4	-12	2	16
44	7	0	-2	17
45	5	1	-1	38
46	-5	9	0	-8
47	-8	-5	1	/
48	-2	11	1	/
49	-3	-4	4	-9
50	-1	9	3	4
